High-throughput results: PubChem, Johns Hopkins Ion Channel Center
MrgX1 ag: agonists of human MrgX1 receptor. AID 588627. MrgX1-HEK293 cells, Fluo-4 calcium fluorescence, agonist mode; stronger effect = higher value. B-score at 10 µM. 310,000 compounds, 0.44% hits. Q96LB2;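 active means calcium response B-score plate-corrected fluorescence ratio at least 3 library SD, with starting fluorescence B-score inside 5 SD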
Target sequence (Q96LB2 whole entry, looked up): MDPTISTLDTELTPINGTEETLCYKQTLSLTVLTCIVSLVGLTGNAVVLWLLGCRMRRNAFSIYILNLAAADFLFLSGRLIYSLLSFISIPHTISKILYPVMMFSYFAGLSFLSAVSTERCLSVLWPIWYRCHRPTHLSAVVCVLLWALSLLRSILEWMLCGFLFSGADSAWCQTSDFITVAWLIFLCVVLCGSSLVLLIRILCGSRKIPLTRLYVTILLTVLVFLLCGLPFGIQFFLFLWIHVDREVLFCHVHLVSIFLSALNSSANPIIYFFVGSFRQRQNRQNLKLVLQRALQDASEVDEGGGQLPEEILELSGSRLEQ
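System: HEK293 cells stably expressing human MrgX1 receptor; Dosing: test compound in the initial addition of three; Schedule: overnight plating, then 30 min 37 °C plus 30 min room-temperature dye loading; Detection: kinetic calcium dye fluorescence, Fluo-4 NW; Controls: per-plate positive and negative controls for Z′ factor.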
RGS4 pot: potentiators or activators of RGS4; HEK293 M3R/inducible RGS4, carbachol calcium flux Fluo4; stronger effect = lower value; B-score at 10 µM; 310,000 compounds, 0.92% hits;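 active means B-score of the integrated calcium signal more than 4 SD below the library mean, with starting fluorescence not abnormally high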;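 further: negative B-score means reduced calcium response which marks RGS4 activation or potentiation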
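Reagent: ECmax carbachol challenge; Test system: M3R-expressing HEK293 line, RGS4 induced by doxycycline; Schedule: overnight RGS4 induction, 30 min dye load 37 °C, 20 min compound RT; Detection: calcium dye Fluo4 fluorescence; Read-out: Agonist-evoked peak-minus-minimum fluorescence over baseline, integrated ratio, B score.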
MrgX1 PAM: allosterically activates human MrgX1 receptor signaling. MrgX1-HEK293, Fluo-4 calcium flux, FDSS; stronger effect = higher value. B-score at 10 µM. 310,000 compounds, 0.63% hits. AID 588675. Q96LB2;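 active means plate-corrected calcium response at least 3 library SD above typical, normal starting fluorescence, not activating the receptor alone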;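 further: compound read alongside a low EC10 to EC30 dose of BAM8-22 agonist; peak minus trough fluorescence over baseline measured at the second addition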
KCNQ1 act: potentiators or activators of human KCNQ1 potassium channel. B-score at 10 µM. CHO-K1 KCNQ1, thallium flux FluxOR fluorescence; stronger effect = higher value. 310,000 compounds, 0.35% hits;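 active means fluorescence ratio B-score, a plate-corrected score, at least three library SD, with initial intensity B-score within 5 SD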
Target sequence (P51787 whole entry, looked up): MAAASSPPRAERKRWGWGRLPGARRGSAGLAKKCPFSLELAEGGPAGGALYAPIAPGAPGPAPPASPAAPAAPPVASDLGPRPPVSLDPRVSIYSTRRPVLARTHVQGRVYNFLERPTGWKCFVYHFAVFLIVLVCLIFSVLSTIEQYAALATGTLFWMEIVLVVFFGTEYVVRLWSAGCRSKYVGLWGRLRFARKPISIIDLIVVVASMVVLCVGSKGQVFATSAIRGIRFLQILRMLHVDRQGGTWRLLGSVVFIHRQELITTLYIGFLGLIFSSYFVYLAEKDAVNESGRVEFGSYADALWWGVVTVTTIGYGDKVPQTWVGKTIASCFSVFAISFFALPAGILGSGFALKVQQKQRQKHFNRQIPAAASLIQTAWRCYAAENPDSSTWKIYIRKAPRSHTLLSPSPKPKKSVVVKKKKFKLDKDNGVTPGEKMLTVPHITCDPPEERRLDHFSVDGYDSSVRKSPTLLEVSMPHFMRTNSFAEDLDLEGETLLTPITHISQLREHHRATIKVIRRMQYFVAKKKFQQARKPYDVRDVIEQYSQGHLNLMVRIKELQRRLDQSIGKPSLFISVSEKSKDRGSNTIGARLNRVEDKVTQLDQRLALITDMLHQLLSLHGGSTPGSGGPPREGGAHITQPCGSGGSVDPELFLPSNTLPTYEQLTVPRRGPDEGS
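Assay system: stable KCNQ1 CHO-K1 line; medium: assay buffer, equal DMSO in all wells; timing: 90 min dye loading and 20 min compound exposure, both at room temperature; technique: kinetic FluxOR thallium fluorescence, 10-s 1-Hz baseline, 110-s post-stimulus read; read-out basis: B score of baseline-normalized fluorescence ratio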
KCNQ1 block: blocks the human KCNQ1 potassium channel | P51787 | CHO-K1 KCNQ1, FluxOR thallium flux fluorescence; stronger effect = higher value | B-score at 10 µM | 310,000 compounds, 1.3% hits;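 active means compounds whose thallium flux B-score, printed positive for inhibition, exceeds three library SD while starting fluorescence stays within three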;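 further: channel opened by potassium depolarization with thallium stimulus after 20 min compound exposure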
TMEM16A inh: blocks the mouse calcium-activated chloride channel TMEM16A; normalized B-score (activity score, 25-100; higher = stronger inhibition) at 10 µM; HEK293 TMEM16A/YFP iodide influx fluorescence, ionomycin; Q8BHY3; 310,000 compounds, 1.2% hits;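 active means ratio plate-corrected score three or more library SD toward inhibition, starting fluorescence score within five deviations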;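 further: score derived from kinetic fluorescence span divided by baseline fluorescence per well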
KCNK3 inh: human KCNK3 channel inhibition, primary screen; O14649; CHO-KCNK3 thallium flux, FluxOR fluorescence; stronger effect = lower value; B-score at 10 µM; 340,000 compounds, 0.84% hits;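 active means B-score under library mean minus 4 SD, starting fluorescence ratio at most library mean plus 5 SD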;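 further: more negative B-score means stronger inhibition of thallium flux through KCNK3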
TMEM16A act: activates or potentiates the mouse TMEM16A chloride channel; 340,000 compounds, 0.3% hits; AID 623877; B-score at 10 µM; Q8BHY3; HEK293 TMEM16A/YFP-H148Q/I152L, iodide quench fluorescence; stronger effect = lower value;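 active means fluorescence-ratio B-score plate-corrected deviation score at least 3 library SD below zero, with starting fluorescence score within 5 deviations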;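 further: channel opened by trigger with iodide after compound preincubation; score built on the fluorescence ratio of max minus min over baseline; more negative score means more quench and so TMEM16A activation or potentiation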
hERG protect: shields human hERG channel from block by proarrhythmic agents | Q12809 | activation (rescue from dofetilide block), less the hit threshold, % at 10 µM | AID 1511 | 310,000 compounds, 0.51% hits | CHO-hERG, FluxOR thallium flux, dofetilide IC70 present;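 active means activation above the mean of controls blocked by dofetilide plus 5 SD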;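 further: thallium influx through hERG after potassium depolarization seen as dye fluorescence rise; in these data hits start at about 4.7%; inactives centre near -7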
RGS4 inh: human RGS4 inhibition; HEK293 M3R/RGS4 inducible, Fluo-4 calcium flux; stronger effect = higher value; triggered by carbachol at its EC20; AID 463165; B-score at 10 µM; 310,000 compounds, 0.45% hits;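 active means B-score, a plate-corrected calcium signal, over three deviations above library mean, with baseline fluorescence within five deviations of library mean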;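 further: RGS4 expression induced by doxycycline in cells with stable M3 receptor; B-score is computed from the integrated fluorescence ratio over baseline after carbachol; higher B-score means a larger calcium signal and so more RGS4 inhibition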
KCNK9 block: inhibitors of human KCNK9 two-pore domain potassium channel. Q9NPC2. HEK293 KCNK9, FluxOR thallium flux fluorescence; stronger effect = lower value. 310,000 compounds, 1.2% hits. B-score at 10 µM;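 active means ratio B-score over 3 SD below the library mean, with starting fluorescence within 5 SD of its mean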;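 further: negative B-score means less thallium flux so channel inhibition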
The depositor's hits bear a star.

Screening COc1ccc(NC(=O)N2CCc3ccccc32)cc1 returned MrgX1 ag inactive, RGS4 pot inactive, MrgX1 PAM inactive, KCNQ1 act inactive, KCNQ1 block inactive, TMEM16A inh inactive, KCNK3 inh inactive, TMEM16A act inactive, hERG protect -4, RGS4 inh inactive and KCNK9 block inactive.
Screening CCOc1ccccc1NC1=CC(=O)CC(c2ccccc2)C1 (centres undefined) returned MrgX1 ag inactive, RGS4 pot inactive, MrgX1 PAM inactive, KCNQ1 act inactive, KCNQ1 block inactive, TMEM16A inh inactive, KCNK3 inh inactive, TMEM16A act inactive, hERG protect -5, RGS4 inh inactive and KCNK9 block inactive.
Screening Cc1ccc(N(CC(=O)NC2CCCC2)C(=O)CCC(=O)Nc2nccs2)c(C)c1 returned MrgX1 ag inactive, RGS4 pot inactive, MrgX1 PAM inactive, KCNQ1 act inactive, KCNQ1 block inactive, TMEM16A inh inactive, KCNK3 inh inactive, TMEM16A act inactive, hERG protect -17, RGS4 inh inactive and KCNK9 block inactive.
Screening CCOC(=O)c1cccc(NC(=O)CSc2nnc(CNc3ccc(C)cc3)n2CC)c1 returned MrgX1 ag inactive, RGS4 pot inactive, MrgX1 PAM inactive, KCNQ1 act inactive, KCNQ1 block inactive, TMEM16A inh inactive, KCNK3 inh inactive, hERG protect -15, RGS4 inh inactive and KCNK9 block inactive.
For CCOC(=O)c1nn(-c2ccccc2C)c2nc(Nc3ccccc3)cc(=O)n12 the results were MrgX1 ag inactive, RGS4 pot inactive, MrgX1 PAM inactive, KCNQ1 act inactive, KCNQ1 block inactive, TMEM16A inh inactive, KCNK3 inh inactive, TMEM16A act inactive, hERG protect -12, RGS4 inh inactive and KCNK9 block inactive.
Screening CN1CCN(CC#CC(C)(O)C2CC3C=CC2C3)CC1 (centres undefined) returned MrgX1 ag inactive, RGS4 pot inactive, MrgX1 PAM inactive, KCNQ1 act inactive, KCNQ1 block inactive, TMEM16A inh inactive, KCNK3 inh inactive, TMEM16A act inactive, hERG protect 3, RGS4 inh inactive and KCNK9 block inactive.
CCc1nc(C#N)c(N2CCOCC2)o1 was read as MrgX1 ag inactive, RGS4 pot inactive, MrgX1 PAM inactive, KCNQ1 act inactive, KCNQ1 block inactive, TMEM16A inh inactive, KCNK3 inh inactive, TMEM16A act inactive, hERG protect -4, RGS4 inh inactive and KCNK9 block inactive.
CCOC(=O)Cc1nnc(-c2ccccc2)o1 was read as MrgX1 ag inactive, RGS4 pot inactive, MrgX1 PAM inactive, KCNQ1 act inactive, KCNQ1 block inactive, TMEM16A inh inactive, KCNK3 inh inactive, TMEM16A act inactive, hERG protect -11, RGS4 inh inactive and KCNK9 block inactive.
For NC(=O)CSc1oc(-c2ccco2)nc1S(=O)(=O)c1ccc(Br)cc1 the results were MrgX1 ag inactive, RGS4 pot inactive, MrgX1 PAM inactive, KCNQ1 act inactive, KCNQ1 block inactive, TMEM16A inh inactive, KCNK3 inh inactive, TMEM16A act inactive, hERG protect -7, RGS4 inh inactive and KCNK9 block inactive.
CCOC(=O)c1c(C)[nH]c(C2=NNC(=NC3CC3)SC2)c1C was read as MrgX1 ag inactive, RGS4 pot inactive, MrgX1 PAM inactive, KCNQ1 act inactive, KCNQ1 block inactive, TMEM16A inh inactive, KCNK3 inh inactive, TMEM16A act inactive, hERG protect -17, RGS4 inh inactive and KCNK9 block inactive.
Cc1ccc(S(=O)(=O)N2CCC(=O)N(C(COCc3ccc(Cl)c(Cl)c3)Cc3ccccc3)CC2)cc1 (centres undefined) was read as MrgX1 ag inactive, RGS4 pot inactive, MrgX1 PAM inactive, KCNQ1 act inactive, KCNQ1 block inactive, TMEM16A inh inactive, hERG protect -7, RGS4 inh inactive and KCNK9 block inactive.
`Cc1[nH]c2c(Cl)cccc2c1CCNC(=O)C1CCCCC1C(=O)OCC(F)(F)F` (centres undefined) gave MrgX1 ag inactive, RGS4 pot inactive, MrgX1 PAM inactive, KCNQ1 act inactive, KCNQ1 block inactive, TMEM16A inh inactive, KCNK3 inh inactive, TMEM16A act inactive, hERG protect -4, RGS4 inh inactive and KCNK9 block inactive.
`O=C(Nc1ccccc1[N+](=O)[O-])c1cccnc1Cl` gave MrgX1 ag inactive, RGS4 pot inactive, MrgX1 PAM inactive, KCNQ1 act inactive, KCNQ1 block inactive, TMEM16A inh inactive, KCNK3 inh inactive, TMEM16A act inactive, hERG protect -5, RGS4 inh inactive and KCNK9 block inactive.
Cc1cccc(NC(=O)CCC(=O)N/N=C/c2cccnc2)c1 was read as MrgX1 ag inactive, RGS4 pot inactive, MrgX1 PAM inactive, KCNQ1 act inactive, KCNQ1 block inactive, TMEM16A inh inactive, KCNK3 inh inactive, TMEM16A act inactive, hERG protect -6, RGS4 inh inactive and KCNK9 block inactive.
For O=C(CCCN1C(=O)c2ccccc2C1=O)NCCC1=CCCCC1 the results were MrgX1 ag inactive, RGS4 pot inactive, MrgX1 PAM inactive, KCNQ1 act inactive, KCNQ1 block inactive, TMEM16A inh inactive, KCNK3 inh inactive, TMEM16A act inactive, hERG protect -4, RGS4 inh inactive and KCNK9 block inactive.
Cc1ccnc(NC(=O)CNC(=O)c2ccc(C)s2)c1 was read as MrgX1 ag inactive, RGS4 pot inactive, MrgX1 PAM inactive, KCNQ1 act inactive, KCNQ1 block inactive, TMEM16A inh inactive, KCNK3 inh inactive, TMEM16A act inactive, hERG protect -5, RGS4 inh inactive and KCNK9 block inactive.
`COc1ccc(C(CNC(=S)NCc2ccccc2)N2CCCC2)cc1` (centres undefined) gave MrgX1 ag inactive, RGS4 pot inactive, MrgX1 PAM inactive, KCNQ1 act inactive, KCNQ1 block inactive, TMEM16A inh inactive, KCNK3 inh inactive, TMEM16A act inactive, hERG protect -11, RGS4 inh inactive and KCNK9 block inactive.
`O=C(N/N=C/c1ccc2c(c1)OCO2)c1cccc(NC(=O)c2ccccc2Cl)c1` gave MrgX1 ag inactive, RGS4 pot inactive, MrgX1 PAM inactive, KCNQ1 act inactive, KCNQ1 block inactive, TMEM16A inh inactive, KCNK3 inh inactive, TMEM16A act inactive, hERG protect -9, RGS4 inh inactive and KCNK9 block inactive.
`CCCC(c1nnnn1CCC(C)C)N1CCC(C(N)=O)CC1` (centres undefined) gave MrgX1 ag inactive, RGS4 pot inactive, MrgX1 PAM inactive, KCNQ1 act inactive, KCNQ1 block inactive, TMEM16A inh inactive, KCNK3 inh inactive, hERG protect -6, RGS4 inh inactive and KCNK9 block inactive.
For COc1ccc(CNc2ccc(S(N)(=O)=O)cc2)cc1 the results were MrgX1 ag inactive, RGS4 pot inactive, MrgX1 PAM inactive, KCNQ1 act inactive, KCNQ1 block inactive, TMEM16A inh inactive, KCNK3 inh inactive, TMEM16A act inactive, hERG protect -6, RGS4 inh inactive and KCNK9 block inactive.
For O=C(OC1CCOC1=O)c1ccc(N2CCCC2)c([N+](=O)[O-])c1 (centres undefined) the results were MrgX1 ag inactive, RGS4 pot inactive, MrgX1 PAM inactive, KCNQ1 act inactive, KCNQ1 block inactive, TMEM16A inh inactive, KCNK3 inh inactive, TMEM16A act inactive, hERG protect -9, RGS4 inh inactive and KCNK9 block inactive.
Screening COc1cccc(/C=C/C(=O)OCC(=O)c2ccc(S(=O)(=O)N3CCCCC3)cc2)c1OC returned MrgX1 ag inactive, RGS4 pot inactive, MrgX1 PAM inactive, KCNQ1 act inactive, KCNQ1 block inactive, TMEM16A inh inactive, KCNK3 inh inactive, TMEM16A act inactive, hERG protect -12, RGS4 inh inactive and KCNK9 block inactive.
CCc1nnc(NC(=O)C2CCN(S(=O)(=O)c3ccc(C)cc3)CC2)s1 was read as MrgX1 ag inactive, RGS4 pot inactive, MrgX1 PAM inactive, KCNQ1 act inactive, KCNQ1 block inactive, TMEM16A inh inactive, KCNK3 inh inactive, TMEM16A act inactive, hERG protect -9, RGS4 inh inactive and KCNK9 block inactive.
CSCCC(NC(=O)c1cc([N+](=O)[O-])ccc1Cl)C(=O)O (centres undefined) was read as MrgX1 ag inactive, RGS4 pot inactive, MrgX1 PAM inactive, KCNQ1 act inactive, KCNQ1 block inactive, TMEM16A inh inactive, KCNK3 inh inactive, TMEM16A act inactive, hERG protect -2, RGS4 inh inactive and KCNK9 block inactive.
CCCc1n[nH]c2c1/C(=N\OCC)CC(C)(C)C2 was read as MrgX1 ag inactive, RGS4 pot inactive, MrgX1 PAM inactive, KCNQ1 act inactive, KCNQ1 block inactive, TMEM16A inh inactive, KCNK3 inh inactive, TMEM16A act inactive, hERG protect -4, RGS4 inh inactive and KCNK9 block inactive.
Screening CCc1cc2c(=O)c(-c3nc4ccccc4n3C)coc2c(CN2CCC(C)CC2)c1O returned RGS4 pot inactive, KCNQ1 act inactive, KCNQ1 block inactive, KCNK3 inh inactive, TMEM16A act inactive, hERG protect -7, RGS4 inh inactive and KCNK9 block inactive.
Screening CCC(=O)N1CCc2cc(S(=O)(=O)NCCCOC)ccc21 returned MrgX1 ag inactive, RGS4 pot inactive, MrgX1 PAM inactive, KCNQ1 act inactive, KCNQ1 block inactive, TMEM16A inh inactive, KCNK3 inh inactive, hERG protect -4, RGS4 inh inactive and KCNK9 block inactive.
`CC(CN(C)Cc1ccccc1)OC(=O)c1cccc(F)c1` (centres undefined) gave MrgX1 ag inactive, RGS4 pot inactive, MrgX1 PAM inactive, KCNQ1 act inactive, KCNQ1 block inactive, TMEM16A inh inactive, KCNK3 inh inactive, TMEM16A act inactive, hERG protect -7, RGS4 inh inactive and KCNK9 block inactive.
`O=C(CSc1nc(C2CC2)nc2ccccc12)N1CCc2ccccc2C1` gave MrgX1 ag inactive, RGS4 pot inactive, MrgX1 PAM inactive, KCNQ1 act inactive, KCNQ1 block inactive, TMEM16A inh inactive, hERG protect -13, RGS4 inh inactive and KCNK9 block inactive.
For CS(=O)(=O)NNC(=O)C1Cc2c(ccc3ccccc23)O1 (centres undefined) the results were MrgX1 ag inactive, RGS4 pot inactive, MrgX1 PAM inactive, KCNQ1 act inactive, KCNQ1 block inactive, TMEM16A inh inactive, KCNK3 inh inactive, TMEM16A act inactive, hERG protect -10, RGS4 inh inactive and KCNK9 block inactive.
